TcdB inh: TcdB glycohydrolase inhibitors, primary screen, biochemical, single point, plate reader; Toxin B (Clostridioides difficile), P18177; TcdB glycohydrolase enzymatic assay; inhibition, % at 9.99 µM; 350,000 tested, 0.24% active; AID 652162, 2013; in the data active = inhibition above about 10%
Target sequence (P18177 whole entry, looked up): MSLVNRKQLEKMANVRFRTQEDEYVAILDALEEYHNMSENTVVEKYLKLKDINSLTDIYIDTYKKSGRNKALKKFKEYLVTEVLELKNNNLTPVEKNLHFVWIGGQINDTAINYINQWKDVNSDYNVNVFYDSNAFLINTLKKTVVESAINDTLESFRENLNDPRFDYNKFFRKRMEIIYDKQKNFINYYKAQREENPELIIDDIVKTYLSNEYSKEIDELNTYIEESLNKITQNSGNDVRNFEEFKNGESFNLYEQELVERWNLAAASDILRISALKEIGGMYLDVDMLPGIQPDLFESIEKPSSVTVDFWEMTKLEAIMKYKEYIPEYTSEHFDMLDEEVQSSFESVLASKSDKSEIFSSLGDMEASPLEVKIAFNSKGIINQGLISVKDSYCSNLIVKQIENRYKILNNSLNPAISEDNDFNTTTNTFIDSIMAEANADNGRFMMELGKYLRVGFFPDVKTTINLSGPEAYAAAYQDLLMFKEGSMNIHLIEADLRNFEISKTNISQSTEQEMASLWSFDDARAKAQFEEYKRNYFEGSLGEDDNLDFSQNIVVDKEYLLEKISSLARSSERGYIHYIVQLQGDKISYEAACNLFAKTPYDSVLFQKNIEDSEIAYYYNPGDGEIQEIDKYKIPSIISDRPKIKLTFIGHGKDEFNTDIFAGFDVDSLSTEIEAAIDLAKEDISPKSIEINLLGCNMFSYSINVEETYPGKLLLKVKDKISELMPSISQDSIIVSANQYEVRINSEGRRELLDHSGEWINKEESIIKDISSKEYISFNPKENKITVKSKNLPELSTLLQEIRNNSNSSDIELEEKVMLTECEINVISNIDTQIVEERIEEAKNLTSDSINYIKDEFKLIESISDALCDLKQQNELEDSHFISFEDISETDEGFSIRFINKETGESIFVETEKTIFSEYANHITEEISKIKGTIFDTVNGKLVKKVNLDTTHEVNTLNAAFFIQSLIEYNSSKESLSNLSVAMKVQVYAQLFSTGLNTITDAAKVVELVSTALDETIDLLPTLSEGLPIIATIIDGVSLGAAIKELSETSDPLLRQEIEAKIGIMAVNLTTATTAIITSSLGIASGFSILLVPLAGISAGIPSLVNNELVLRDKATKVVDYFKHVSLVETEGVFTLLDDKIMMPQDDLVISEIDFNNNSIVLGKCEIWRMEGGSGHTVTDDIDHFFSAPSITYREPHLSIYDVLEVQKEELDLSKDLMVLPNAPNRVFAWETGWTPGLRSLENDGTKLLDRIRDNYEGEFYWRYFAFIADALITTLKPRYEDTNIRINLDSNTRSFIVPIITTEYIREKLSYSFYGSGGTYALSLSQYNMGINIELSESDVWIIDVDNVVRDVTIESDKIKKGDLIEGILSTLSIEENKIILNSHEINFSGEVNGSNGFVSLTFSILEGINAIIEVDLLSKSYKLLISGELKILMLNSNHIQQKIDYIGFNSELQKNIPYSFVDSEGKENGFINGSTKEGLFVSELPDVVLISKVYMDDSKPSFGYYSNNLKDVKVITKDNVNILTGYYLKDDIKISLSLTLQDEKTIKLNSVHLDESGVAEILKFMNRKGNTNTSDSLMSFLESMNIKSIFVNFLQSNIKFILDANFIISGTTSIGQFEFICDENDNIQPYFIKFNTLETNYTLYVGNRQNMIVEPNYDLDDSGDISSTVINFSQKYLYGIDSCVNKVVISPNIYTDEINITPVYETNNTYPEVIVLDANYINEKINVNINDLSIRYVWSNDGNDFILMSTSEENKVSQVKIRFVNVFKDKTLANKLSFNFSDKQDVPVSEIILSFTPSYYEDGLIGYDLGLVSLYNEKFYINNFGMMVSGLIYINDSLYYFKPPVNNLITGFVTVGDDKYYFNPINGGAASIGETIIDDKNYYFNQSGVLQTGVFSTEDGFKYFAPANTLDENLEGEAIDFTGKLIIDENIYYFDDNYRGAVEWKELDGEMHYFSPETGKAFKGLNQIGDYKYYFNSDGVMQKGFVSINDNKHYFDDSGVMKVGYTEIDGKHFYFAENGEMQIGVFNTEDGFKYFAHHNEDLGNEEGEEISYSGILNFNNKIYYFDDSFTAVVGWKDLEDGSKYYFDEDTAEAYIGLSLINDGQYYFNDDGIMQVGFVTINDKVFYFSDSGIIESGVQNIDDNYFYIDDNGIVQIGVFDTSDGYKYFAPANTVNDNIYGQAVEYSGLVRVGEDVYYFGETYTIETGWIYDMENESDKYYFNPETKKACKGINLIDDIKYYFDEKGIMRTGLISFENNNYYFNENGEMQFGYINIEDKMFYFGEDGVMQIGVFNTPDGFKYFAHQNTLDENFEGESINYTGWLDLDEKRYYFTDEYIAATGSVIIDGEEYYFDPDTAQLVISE
Numbers without * were called inactive; & = joins results of further samples. A portion of the library; the hit share may differ from the screen's.

Structure	TcdB inh
CN(C)c1ccc2c(c1)[C@@H]1C[C@H](CC(=O)NCc3ccccc3)O[C@@H](CO)[C@@H]1O2	-44
CC(=O)N1[C@H](C(=O)NCc2ccccc2Cl)[C@@H](CO)[C@@H]2Cn3c(ccc(-c4cncnc4)c3=O)[C@@H]21	0.0
CN(C)C(=O)c1ccc(-c2ccc(C3[C@@H]4CN(C(=O)C5CCCC5)C[C@H]3N4)cc2)cc1 (stereo partly drawn)	0.5&-0.2
COc1ccc2c3c(n(C)c2c1)[C@H](CO)N(Cc1ccccc1)CC31CCN(C(=O)c2ccccc2F)CC1	0.4
Cn1cnc(CCNC(=O)[C@H]2[C@H](CO)[C@H]3Cn4c(cccc4=O)[C@H]3N2C(=O)Nc2ccccc2)c1	0.3
C[C@H](O)C#Cc1cnc2c(c1)C(=O)N([C@@H](C)CO)C[C@H](C)[C@@H](CN(C)C(=O)c1ccccc1)O2	-0.7
CN(C)CC(=O)Nc1ccc2c(c1)[C@@H]1C[C@H](CC(=O)NCc3ccncc3)O[C@@H](CO)[C@@H]1O2	-0.5
C[C@H]1CN([C@@H](C)CO)C(=O)c2cc(-c3cccc(C#N)c3)cnc2O[C@H]1CN(C)C(=O)C1CCCCC1	-0.3
COC(=O)C[C@H]1C[C@H]2c3cc(NC(=O)NC4CCCCC4)ccc3O[C@H]2[C@@H](CO)O1	-0.3
CCCNC(=O)C[C@@H]1CC[C@H]2[C@@H](COC[C@H](O)CN2C(=O)c2cccnc2)O1	-1.2
CCC(=O)Nc1ccc2c(c1)OC[C@@H](C)N(Cc1ccccc1OC)C[C@H](C)[C@@H](OC)CN(C)C2=O	0.4
C[C@@H]1CN([C@@H](C)CO)C(=O)Cc2cc(N(C)C)ccc2O[C@H]1CN(C)Cc1ccccc1	-11
COc1cccc(NC(=O)N(C)C[C@@H]2Oc3ncc(C#Cc4ccccc4)cc3C(=O)N([C@@H](C)CO)C[C@H]2C)c1	0.9
COCC(=O)N1CC2(C1)CN(S(C)(=O)=O)[C@@H](CO)c1[nH]c3cc(OC)ccc3c12	-0.4
O=C(C[C@H]1CC[C@H]2[C@@H](COC[C@@H](O)CN2Cc2cc(F)cc(F)c2)O1)NCc1cccc(F)c1	-0.9
Cc1noc(C)c1NC(=O)Nc1cccc2c1O[C@H](CN(C)C(=O)Nc1cccc3ccccc13)[C@H](C)CN([C@H](C)CO)C2=O	0.7
C[C@@H]1CN([C@@H](C)CO)C(=O)c2cc(NC(=O)Nc3ccc4c(c3)OCO4)ccc2O[C@@H]1CN(C)C(=O)Nc1ccc(C(F)(F)F)cc1	0.4
Cc1noc(C)c1NC(=O)Nc1ccc2c(c1)C(=O)N([C@@H](C)CO)C[C@@H](C)[C@H](CN(C)C(=O)NC1CCCCC1)O2	0.4
Cc1noc(C)c1S(=O)(=O)Nc1cccc2c1O[C@H](CN(C)C(=O)Nc1cccc3ccccc13)[C@H](C)CN([C@@H](C)CO)C2=O	-0.4
C[C@@H]1CCCCO[C@H](CN(C)Cc2ccccc2)[C@@H](C)CN([C@@H](C)CO)C(=O)c2cc(NS(=O)(=O)c3cn(C)cn3)ccc2O1	-2.1
C[C@@H]1CCCCO[C@H](CN(C)S(=O)(=O)c2ccc(F)cc2)[C@@H](C)CN([C@H](C)CO)C(=O)c2cc(NC(=O)NC3CCCCC3)ccc2O1	-0.3
C[C@@H]1CN([C@@H](C)CO)C(=O)c2cc(NC(=O)Nc3cccc4ccccc34)ccc2O[C@@H]1CN(C)C(=O)Nc1ccc2c(c1)OCO2	-0.1
C[C@@H]1CN([C@@H](C)CO)C(=O)c2c(c3ccccc3n2C)-c2ccccc2CO[C@@H]1CN(C)S(=O)(=O)c1cccc(C#N)c1	0.2
COc1ccc(CN2C[C@@H](O)COC[C@@H]3O[C@@H](CC(=O)NCCN4CCCC4)CC[C@H]32)cc1	1.7
C[C@@H]1CN([C@@H](C)CO)C(=O)c2cccc(NS(=O)(=O)c3cccs3)c2O[C@@H]1CN(C)C(=O)Nc1ccc(C(F)(F)F)cc1	-1.1
C[C@H]1CN([C@@H](C)CO)C(=O)Cc2cc(NC(=O)Cc3ccccc3)ccc2O[C@@H]1CN(C)CC1CC1	0.2
COc1ccc(NC(=O)Nc2ccc3c(c2)C(=O)N([C@H](C)CO)C[C@H](C)[C@@H](CN(C)C(=O)Nc2ccccc2)OCCCC[C@H](C)O3)cc1	-0.4
Cc1ccc(S(=O)(=O)Nc2ccc3c(c2)C(=O)N([C@@H](C)CO)C[C@H](C)[C@@H](CN(C)C(=O)Nc2ccc(C(F)(F)F)cc2)OCCCC[C@@H](C)O3)cc1	0.9
N#C[C@H]1N[C@H](CO)[C@@H]1c1ccc(C#CC2CCCC2)cc1	-0.5
CC(C)CC#Cc1ccc([C@@H]2[C@@H](CO)N3C(=O)CN(S(=O)(=O)c4cccc(F)c4)C[C@@H]23)cc1	-1.1
C[C@@H]1CN([C@@H](C)CO)C(=O)c2cc(NC(=O)Nc3ccc(C(F)(F)F)cc3)ccc2O[C@@H](C)CCCCO[C@H]1CN(C)C(=O)C1CCCCC1	-0.1
COc1ccc(NC(=O)Nc2ccc3c(c2)C(=O)N([C@H](C)CO)C[C@H](C)[C@H](CN(C)C(=O)C2CCCCC2)OCCCC[C@H](C)O3)cc1	-2.8
COc1ccc(-c2cn(CC[C@H]3CC[C@@H](NC(=O)Cc4ccccn4)[C@@H](CO)O3)nn2)cc1	0.6
CO[C@@H]1CN(C)C(=O)c2ccc(NC(=O)NC(C)C)cc2OC[C@H](C)N(C(=O)C2CCC2)C[C@H]1C	0.5
C[C@@H](NC(=O)C[C@@H]1C=C[C@@H](NC(=O)CN2CCOCC2)[C@@H](CO)O1)c1ccccc1	0.7
COc1ccc(S(=O)(=O)Nc2ccc3c(c2)C(=O)N([C@H](C)CO)C[C@@H](C)[C@H](CN(C)Cc2ccc4c(c2)OCO4)O3)cc1	1.2
C[C@@H]1CN([C@H](C)CO)C(=O)c2cc(NC(=O)Nc3ccccc3)ccc2O[C@@H](C)CCCCO[C@@H]1CN(C)Cc1ccc(C(=O)O)cc1	-3.6
C[C@H](CO)N1C[C@H](C)[C@H](CN(C)C(=O)NC2CCCCC2)Oc2ccc(NC(=O)CCCCCC(=O)Nc3ccccc3N)cc2CC1=O	-1.0
Cc1noc(C)c1NC(=O)N(C)C[C@H]1Oc2cc(C#CCN(C)C)ccc2S(=O)(=O)N([C@H](C)CO)C[C@@H]1C	-0.1
O=C(CCN1CCCCC1)NCC[C@H]1CC[C@H](NC(=O)C2CCOCC2)[C@@H](CO)O1	-0.1
CO[C@@H]1CN(C)C(=O)c2cc(NS(=O)(=O)CC(F)(F)F)ccc2OC[C@H](C)N(C)C[C@H]1C	0.6
C[C@H](CO)N1C[C@H](C)[C@H](CN(C)S(=O)(=O)c2ccc(Cl)cc2)Oc2ccc(NS(=O)(=O)c3cn(C)cn3)cc2C1=O	-0.6
CO[C@H]1CC[C@H]2CCOc3ccc(C#N)cc3C(=O)N(C)C[C@H](OC)[C@H](C)C(=O)N(C)C[C@@H]1O2	-1.6
Cc1ccc(S(=O)(=O)Nc2ccc3c(c2)CC(=O)N([C@H](C)CO)C[C@H](C)[C@H](CN(C)Cc2ccncc2)O3)cc1	2.5
COC(=O)N(C)C[C@@H]1OCc2ccccc2-c2ccccc2C(=O)N([C@H](C)CO)C[C@H]1C	-0.7
C[C@H]1CN([C@@H](C)CO)C(=O)c2ccccc2-c2ccccc2CO[C@H]1CN(C)S(=O)(=O)c1ccc(C#N)cc1	1.3
O=C(C[C@H]1CC[C@H]2[C@@H](COC[C@H](O)CN2C(=O)Nc2ccc(F)cc2)O1)NCCc1ccncc1	0.5
C[C@@H](O)C#Cc1ccc([C@H]2[C@@H](CO)N3CCCCN(C(=O)c4ccc(F)cc4)C[C@@H]23)cc1	-0.6
CC(=O)N(C)C[C@@H]1Oc2ncc(C#Cc3ccccc3F)cc2C(=O)N([C@H](C)CO)C[C@@H]1C	-0.1
COc1ccc(-c2cn(CC[C@H]3CC[C@H](NC(=O)c4cnccn4)[C@@H](CO)O3)nn2)cc1	0.4
COc1ccccc1S(=O)(=O)N[C@H]1CC[C@H](CCn2cc(C3CC3)nn2)O[C@@H]1CO	-2.8
O=C(C[C@@H]1C=C[C@@H](NC(=O)Nc2ccc3c(c2)OCO3)[C@H](CO)O1)NCc1ccc(F)cc1	0.6
C[C@@H]1CN([C@@H](C)CO)C(=O)Cc2cc(NC(=O)Nc3ccc(C(F)(F)F)cc3)ccc2O[C@@H]1CN(C)C(=O)Nc1ccccc1	1.0
O=C(c1ccc(F)cc1)N1CC(=O)N2[C@H](C1)[C@@H](c1ccc(C#CC3CCCC3)cc1)[C@@H]2CO	-2.2
O=C(C1CCCC1)N1CC(=O)N2[C@H](C1)[C@H](c1ccc(-c3cccnc3)cc1)[C@@H]2CO	-2.7
N#C[C@@H]1[C@@H](c2ccccc2C2=CCCCC2)[C@H](CO)N1C(=O)c1ccccn1	-3.3
C[C@H]1CCCCO[C@@H](CN(C)Cc2ccc(C(=O)O)cc2)[C@@H](C)CN([C@@H](C)CO)C(=O)c2cc(NC(=O)C3CCCCC3)ccc2O1	-0.3
O=C(Nc1ccccc1)N1CCCCN2[C@@H](CO)[C@@H](c3ccc(Br)cc3)[C@@H]2C1	0.3
COc1ccc(C#Cc2ccc([C@@H]3[C@H](CO)N4CCCCN(C(=O)Cc5ccncc5)C[C@@H]34)cc2)cc1	-0.5
Cc1ccccc1S(=O)(=O)N1CCCCN2[C@H](CO)[C@H](c3ccc(-c4cncnc4)cc3)[C@H]2C1	-0.4

Taken from above.
N#C[C@@H]1[C@@H](c2ccccc2C2=CCCCC2)[C@H](CO)N1C(=O)c1ccccn1 in TcdB inh is listed with -3.3
C[C@@H]1CN([C@@H](C)CO)C(=O)Cc2cc(NC(=O)Nc3ccc(C(F)(F)F)cc3)ccc2O[C@@H]1CN(C)C(=O)Nc1ccccc1 in TcdB inh is listed with 1.0

Later entries:
Structure	TcdB inh
Cc1noc(C)c1NC(=O)Nc1cccc2c1O[C@@H](CN(C)Cc1ccc(C(=O)Nc3ccccc3N)cc1)[C@H](C)CN([C@H](C)CO)C2=O	-1.7
C[C@H]1CN([C@@H](C)CO)C(=O)c2cc(NC(=O)CCCN(C)C)ccc2O[C@H]1CN(C)S(=O)(=O)c1ccc(F)cc1	2.4
O=C(CC1CC1)N1CC(=O)N2[C@H](C1)[C@@H](c1ccc(-c3cccnc3)cc1)[C@@H]2CO	0.0
COc1ccc(S(=O)(=O)Nc2ccc3c(c2)C(=O)N([C@@H](C)CO)C[C@H](C)[C@H](CN(C)Cc2ccc4c(c2)OCO4)OCCCC[C@@H](C)O3)cc1	-1.0
Cc1noc(C)c1S(=O)(=O)Nc1ccc2c(c1)C(=O)N([C@H](C)CO)C[C@@H](C)[C@H](CN(C)C(=O)Cc1ccccc1)OCCCC[C@@H](C)O2	0.8
O=C(C[C@@H]1C=C[C@@H](NC(=O)Nc2cc(F)ccc2F)[C@@H](CO)O1)Nc1ccccc1	-0.5
COc1ccc(NC(=O)Nc2ccc3c(c2)CC(=O)N([C@H](C)CO)C[C@@H](C)[C@H](CN(C)S(=O)(=O)c2cccs2)O3)cc1	-0.2
COc1ccc(S(=O)(=O)N(C)C[C@H]2OCCCC[C@@H](C)Oc3ccc(NC(=O)Nc4ccc(F)cc4)cc3C(=O)N([C@@H](C)CO)C[C@H]2C)cc1	0.6
CCCN(C)C[C@@H]1Oc2ncc(-c3cccc(C#N)c3)cc2C(=O)N([C@H](C)CO)C[C@H]1C	-0.4
COCC(=O)Nc1ccc2c(c1)[C@H]1C[C@@H](CC(=O)O)O[C@@H](CO)[C@H]1O2	-2.8
O=C(C[C@H]1CC[C@@H](NS(=O)(=O)c2ccc(F)cc2)[C@@H](CO)O1)NCc1ccccc1F	0.0
CO[C@@H]1CC[C@H]2CCN(C)C(=O)C[C@@H](c3ccccc3)CN(C)C(=O)c3cc(C#N)ccc3OC[C@H]1O2	0.3
CO[C@H]1CN(C)C(=O)c2cc(NS(=O)(=O)c3ccc(Cl)cc3)ccc2OC[C@@H](C)N(C)C[C@H]1C	0.7
O=C(NCC[C@H]1CC[C@H](NS(=O)(=O)c2cccc(F)c2)[C@H](CO)O1)C1CCC1	-1.8
C[C@@H]1CCCCO[C@@H](CN(C)S(=O)(=O)c2ccccc2)[C@H](C)CN([C@@H](C)CO)C(=O)c2cc(NC(=O)Nc3ccc(F)cc3)ccc2O1	-2.2
O=C(C[C@@H]1C=C[C@@H](NC(=O)C2CCC2)[C@H](CO)O1)NCc1ccncc1	-0.7
CNC(=O)C[C@@H]1CC[C@@H]2[C@@H](COc3ccc(NC(=O)Nc4ccccc4)cc3C(=O)N2C)O1	0.2
COCC(=O)N(C)C[C@@H]1Oc2ncc(C3=CCCCC3)cc2C(=O)N([C@@H](C)CO)C[C@@H]1C	0.4
C[C@H](CO)N1C[C@H](C)[C@@H](CN(C)C(=O)Cc2ccccn2)Oc2cc(C#Cc3ccccc3)ccc2S1(=O)=O	0.5

Ordered by molecular weight (low to high): 5 of the compounds above
Structure	TcdB inh
O=C(C[C@@H]1C=C[C@@H](NC(=O)C2CCC2)[C@H](CO)O1)NCc1ccncc1	-0.7
COCC(=O)N(C)C[C@@H]1Oc2ncc(C3=CCCCC3)cc2C(=O)N([C@@H](C)CO)C[C@@H]1C	0.4
CNC(=O)C[C@@H]1CC[C@@H]2[C@@H](COc3ccc(NC(=O)Nc4ccccc4)cc3C(=O)N2C)O1	0.2
CO[C@H]1CN(C)C(=O)c2cc(NS(=O)(=O)c3ccc(Cl)cc3)ccc2OC[C@@H](C)N(C)C[C@H]1C	0.7
C[C@@H]1CCCCO[C@@H](CN(C)S(=O)(=O)c2ccccc2)[C@H](C)CN([C@@H](C)CO)C(=O)c2cc(NC(=O)Nc3ccc(F)cc3)ccc2O1	-2.2
